# Compound activity from PubChem BioAssay.
# Pf Dd2 growth: P. falciparum Dd2 growth inhibition | SYBR Green, 72 h; active compounds read low | AID 1159554 | activity change, % at 10 µM | 2.3% of 94,000 active; in the data active = activity change below about -80%; inconclusive = no clear call, values can overlap the other calls
# KDM4C inh: KDM4C (human) demethylase inhibition | Q9H3R0 | GST-KDM4C 2-372, H3K9me3 peptide, LANCE TR-FRET | inhibition, % at 12.5 µM | 0.15% of 96,000 active | AID 720574;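 active = mean replicate inhibition above about 25%, with at least 55% of replicates also reaching it, limit read from the data, passing the limit was not always enough; inconclusive = only one of those two conditions met; inactive = neither condition met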
# Target sequence (Q9H3R0 2-372 limits assumed): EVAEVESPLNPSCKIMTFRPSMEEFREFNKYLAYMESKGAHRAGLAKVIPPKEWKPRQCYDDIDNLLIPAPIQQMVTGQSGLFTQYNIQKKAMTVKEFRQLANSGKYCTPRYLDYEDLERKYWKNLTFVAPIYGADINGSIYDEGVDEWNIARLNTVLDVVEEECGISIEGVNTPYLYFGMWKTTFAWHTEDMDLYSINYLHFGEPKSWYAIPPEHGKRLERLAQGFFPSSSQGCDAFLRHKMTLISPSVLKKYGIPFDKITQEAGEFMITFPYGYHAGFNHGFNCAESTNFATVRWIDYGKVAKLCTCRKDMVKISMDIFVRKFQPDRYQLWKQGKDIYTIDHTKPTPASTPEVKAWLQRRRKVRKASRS
#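 material = GST-tagged GASC-1 (JMJD2C) catalytic fragment, aa 2-372 | amount = enzyme final amount 10 nM | medium = HEPES buffer, pH 7.5, plus ascorbate | also added = H3K9me3 peptide substrate, Fe(II), 2-oxoglutarate | dosing = single dose | times = 30 min demethylation and 1 h detection at room temperature | detection = LANCE TR-FRET | read-out basis = Fall in 671/618 emission ratio as inhibition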
# C diff HTS: C. difficile growth inhibition; Clostridium difficile clinical isolate growth, OD600, 24 h; active compounds read low; growth activity, negative = inhibition, % at 16 µg/mL (by protocol); 0.25% of 86,000 active; AID 1259249;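 active = mean growth activity at or below -80% and every replicate also at or below -80%; inconclusive = mean at or below -80% but some replicate above -80%; inactive = mean growth activity above -80%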;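 note: 0% = DMSO wells and -100% = levofloxacin 16 µg/mL wells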
# T cruzi growth: inhibitors of T. cruzi proliferation; inhibition, % at 8.34 µM; 5.9% of 77,000 active; T. cruzi beta-gal in NIH3T3, GalScreen luminescence, 90 h;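 active = mean inhibition above about 93%, with at least 55% of replicates each passing it, limit read from the data, passing the limit was not always enough; inconclusive = only one of those two conditions holds; inactive = neither condition holds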
# Numbers without * were called inactive; ? = inconclusive; . = no result given; & = joins results of further samples. Compounds as they come. About 7% of those tested had a hit in this group.
SMILES,Pf Dd2 growth,KDM4C inh,C diff HTS,T cruzi growth
O=C(NC1CCCC1)N1[C@@H]2CNC[C@H]1C2c1ccc(-c2cccnc2)cc1 (stereo partly specified),15&5,-1.3&-0.4,-7&-6,.
CN(C)Cc1cn(CC[C@H]2CC[C@H](NC(=O)Nc3ccccc3F)[C@H](CO)O2)nn1,23,.,-1,-46
CCC(=O)N1[C@@H](CO)[C@@H](c2ccc(-c3ccc(F)cc3)cc2)C12CN(C(C)=O)C2,-22,-1.2,-10,.
C[C@@H]1CCCCO[C@@H](CN(C)C(=O)Nc2ccc3c(c2)OCO3)[C@H](C)CN([C@@H](C)CO)C(=O)c2cc(NS(=O)(=O)c3ccc(F)cc3)ccc2O1,28,-0.7,.,87
OC[C@H]1[C@@H](c2ccc(C#CC3(O)CCCC3)cc2)[C@@H]2CN(Cc3cncnc3)CCCCN12,4,-0.5,-12,22
COCC(=O)Nc1ccc2c(c1)[C@@H]1C[C@H](CC(=O)N3CCc4ccccc4C3)O[C@@H](CO)[C@@H]1O2,-20,-0.7,-1,-18
Cc1ccc(S(=O)(=O)Nc2ccc3c(c2)C(=O)N([C@@H](C)CO)C[C@H](C)[C@H](CN(C)C(=O)c2ccncc2)OCCCC[C@@H](C)O3)cc1,-4,1.1,.,-17
CCC(=O)N1C[C@@H](C)[C@H](OC)CN(C)C(=O)c2ccc(NC(=O)Nc3ccc(Cl)cc3)cc2OC[C@H]1C,38,0.4,.,54
CCC(=O)N[C@H]1C[C@@H]2O[C@@H](CO)CC[C@@H]2O[C@@H]1CCc1ccc(-c2cccc(OC)c2)cc1,-11,.,-9,.
CCCN1C[C@@H](C)[C@@H](OC)CN(C)C(=O)c2ccc(NC(=O)c3ccccc3)cc2OC[C@@H]1C,-30,0.2,.,-34
CCS(=O)(=O)N1CCCCN2[C@H](CO)[C@H](c3ccc(-c4ccc(C(=O)N(C)C)cc4)cc3)[C@@H]2C1,13,0.0,-3,46
CCCNC(=O)N1CC(=O)N2[C@H](CO)[C@H](c3ccc(-c4ccc(C)cc4)cc3)[C@@H]2C1,-2,-0.5,4,.
CN1c2ccc(-c3cccc(F)c3)cc2[C@@H]2[C@@H](CCN2C(=O)Cc2cccnc2)[C@H]1CO,-8,-0.6,-6,77
CC(C)NC(=O)Nc1ccc2c(c1)CC(=O)N([C@@H](C)CO)C[C@@H](C)[C@H](CN(C)CC1CC1)O2,2,-0.6,0,14
C[C@@H]1CN([C@H](C)CO)C(=O)c2cc(NS(=O)(=O)c3cccs3)ccc2O[C@@H](C)CCCCO[C@H]1CN(C)S(=O)(=O)c1ccc(Cl)cc1,-70,-0.5,-8,.
O=C(N[C@H]1CC[C@@H](CC(=O)N2CCOCC2)O[C@@H]1CO)c1ccc2c(c1)OCO2,15,-1.6,-7,3
O=C(Cc1ccccn1)N1CC(=O)N2[C@H](CO)[C@@H](c3ccc(C#CCC4CCCC4)cc3)[C@H]2C1,0,-0.5,-5,.
Cc1ccc(S(=O)(=O)N(C)C[C@@H]2Oc3ccc(NC(=O)CCCN(C)C)cc3C(=O)N([C@@H](C)CO)C[C@@H]2C)cc1,36,-2.2,3,-3
CN1c2ccc(-c3cccc(F)c3)cc2[C@H]2[C@H](CCN2C(=O)c2ccccc2F)[C@H]1CO,-43,-2.8,21,51
O=C(NC[C@@H]1CC[C@H]2[C@H](CN2C(=O)CN2CCOCC2)O1)NC1CCCCC1,27,.,0,.

# A stretch taken from the entries so far, as a working copy:
SMILES,Pf Dd2 growth,KDM4C inh,C diff HTS,T cruzi growth
C[C@@H]1CN([C@H](C)CO)C(=O)c2cc(NS(=O)(=O)c3cccs3)ccc2O[C@@H](C)CCCCO[C@H]1CN(C)S(=O)(=O)c1ccc(Cl)cc1,-70,-0.5,-8,.
O=C(N[C@H]1CC[C@@H](CC(=O)N2CCOCC2)O[C@@H]1CO)c1ccc2c(c1)OCO2,15,-1.6,-7,3
O=C(Cc1ccccn1)N1CC(=O)N2[C@H](CO)[C@@H](c3ccc(C#CCC4CCCC4)cc3)[C@H]2C1,0,-0.5,-5,.
Cc1ccc(S(=O)(=O)N(C)C[C@@H]2Oc3ccc(NC(=O)CCCN(C)C)cc3C(=O)N([C@@H](C)CO)C[C@@H]2C)cc1,36,-2.2,3,-3
CN1c2ccc(-c3cccc(F)c3)cc2[C@H]2[C@H](CCN2C(=O)c2ccccc2F)[C@H]1CO,-43,-2.8,21,51
O=C(NC[C@@H]1CC[C@H]2[C@H](CN2C(=O)CN2CCOCC2)O1)NC1CCCCC1,27,.,0,.

# The results go on.
SMILES,Pf Dd2 growth,KDM4C inh,C diff HTS,T cruzi growth
CC=Cc1ccc2n(c1=O)C[C@H]1[C@H](CO)[C@@H](C(=O)NCC(F)(F)F)N(CCc3ccccc3)[C@@H]21 (mixture of isomers),1,4.9,3,70
CN1C(=O)c2cc(NC(=O)Nc3ccccc3)ccc2OC[C@H]2O[C@H](CC(=O)O)CC[C@H]21,.,4.4,.,-4
Cc1noc(C)c1NC(=O)Nc1ccc2c(c1)C(=O)N([C@H](C)CO)C[C@H](C)[C@@H](CN(C)S(=O)(=O)c1ccc(Cl)cc1)O2,-12,-1.1,1,15
Cc1ccc(S(=O)(=O)Nc2ccc3c(c2)C(=O)N([C@@H](C)CO)C[C@H](C)[C@H](CN(C)Cc2ccc(C(=O)O)cc2)OCCCC[C@H](C)O3)cc1,-43,0.5,.,.
Cc1noc(C)c1NC(=O)N(C)C[C@@H]1OCCCC[C@H](C)Oc2ccc(NC(=O)CCC(F)(F)F)cc2C(=O)N([C@H](C)CO)C[C@@H]1C,5,-0.6,-7,40
CNC[C@@H]1Oc2ccc(NC(=O)Cn3cnnn3)cc2CC(=O)N([C@@H](C)CO)C[C@H]1C,16,-0.8,4,.
CCCNC(=O)C[C@H]1C[C@@H]2c3cc(NS(=O)(=O)c4ccccc4)ccc3O[C@@H]2[C@@H](CO)O1,3,1.7,-2,8
CC(=O)N[C@H]1C[C@@H]2O[C@@H](CO)CC[C@@H]2O[C@@H]1CCc1ccc(C#CC2(O)CCCC2)cc1,5,.,-2,.
O=C(O)C[C@H]1C[C@H]2c3cc(NC(=O)NC4CCCCC4)ccc3O[C@H]2[C@@H](CO)O1,6,0.2,1,-30
CN(C)CC(=O)N[C@@H]1CC[C@H](CC(=O)NCCN2CCCCC2)O[C@H]1CO,22,1.3,0,-12
C[C@@H]1CN([C@H](C)CO)C(=O)Cc2cc(NS(=O)(=O)c3ccc(F)cc3)ccc2O[C@H]1CN(C)CC1CCCCC1,-11,-1.1,16,62
C[C@H]1CCCCO[C@H](CN(C)Cc2ccc3c(c2)OCO3)[C@@H](C)CN([C@@H](C)CO)C(=O)c2cc(NS(=O)(=O)c3ccccc3)ccc2O1,-61,0.6,.,.
CC(C)NC(=O)N(C)C[C@H]1Oc2ccc(NC(=O)C3CC3)cc2CC(=O)N([C@@H](C)CO)C[C@H]1C,4,-0.4,1,51
O=C(Nc1ccccc1)N1C[C@H]2[C@@H](c3ccccc31)[C@@H](CO)N2Cc1ccccc1Cl,-14,-2.1,3,77
COc1ccc(S(=O)(=O)N(C)C[C@@H]2OCCCC[C@H](C)Oc3ccc(NC(=O)Nc4ccc5c(c4)OCO5)cc3C(=O)N([C@H](C)CO)C[C@H]2C)cc1,-82*,17,0,40
C[C@@H]1CN([C@@H](C)CO)C(=O)c2cc(NS(=O)(=O)c3ccc(F)cc3)ccc2O[C@@H]1CN(C)Cc1ccc(C(=O)O)cc1,44,1.0,-1,12
OC[C@H]1Nc2ccc(-c3cccc(F)c3)cc2[C@@H]2[C@H]1CCN2Cc1ccc(F)cc1,-90*,-1.1,-8,111*
Cc1ccc(S(=O)(=O)N(C)C[C@@H]2Oc3c(NC(=O)c4nc5ccccc5s4)cccc3C(=O)N([C@H](C)CO)C[C@@H]2C)cc1,-13,-1.6,3,110*
CC(=O)N(C)C[C@H]1[C@@H](c2ccc(-c3cccc(C#N)c3)cc2)[C@@H](CO)N1C(C)=O,51,-1.3,-2,.
C[C@@H]1CCCCO[C@@H](CN(C)C(=O)Nc2ccc3c(c2)OCO3)[C@@H](C)CN([C@H](C)CO)C(=O)c2cc(NC(=O)Cc3ccccc3)ccc2O1,-34,0.2,0,36
C[C@@H]1CCCCO[C@H](CN(C)C)[C@H](C)CN([C@@H](C)CO)C(=O)c2cc(N(C)C)ccc2O1,.,-0.2,-2,-25
C[C@@H]1CN([C@@H](C)CO)C(=O)c2cc(NC(=O)C3CCCCC3)ccc2O[C@H]1CN(C)C(=O)Nc1ccccc1,-1,0.6,1,-33
CO[C@H]1CN(C)C(=O)c2ccc(NC(=O)Nc3ccccc3)cc2OC[C@H](C)N(CC2CC2)C[C@H]1C,-35,0.9,-9,-41
C[C@@H]1CN([C@H](C)CO)C(=O)Cc2cc(NC(=O)C3CC3)ccc2O[C@@H]1CN(C)Cc1ccc(C(=O)Nc2ccccc2N)cc1,-37,1.6,-1,33
C[C@H](CO)N1C[C@H](C)[C@@H](CN(C)S(=O)(=O)c2ccc(Cl)cc2)Oc2ccc(NC(=O)C3CC3)cc2C1=O,-45,-0.8,3,23
C[C@@H]1CN([C@H](C)CO)C(=O)c2cccc(NS(=O)(=O)c3ccc(Cl)cc3)c2O[C@@H]1CN(C)Cc1ccc2c(c1)OCO2,-7,-0.7,5&-1,.
C[C@H]1CN([C@@H](C)CO)S(=O)(=O)c2ccc(C#Cc3ccccc3F)cc2O[C@H]1CN(C)C(=O)Cc1cccnc1,-83*,-2.5,11,50
C[C@H](CO)N1C[C@H](C)[C@H](CN(C)Cc2ccccc2)Oc2ccc(NC(=O)Cc3ccccc3)cc2C1=O,-4,1.9,-2,-14
O=C(Nc1ccc(F)cc1)N[C@@H]1CC[C@H](CC(=O)N2CCCCC2)O[C@H]1CO,5,-0.3,5,-3
CN(C)C(=O)c1cccc(-c2ccc([C@H]3[C@@H](CO)N4CCCCN(CCC(F)(F)F)C[C@@H]34)cc2)c1,-50,0.3,6,79
CCCN1[C@H](C(=O)NCC)[C@@H](CO)[C@@H]2Cn3c(ccc(-c4ccccc4F)c3=O)[C@@H]21,6,5.6,1,79
Cc1ccc(S(=O)(=O)N(C)C[C@@H]2OCCCC[C@H](C)Oc3ccc(NC(=O)c4ccncc4)cc3C(=O)N([C@@H](C)CO)C[C@H]2C)cc1,-78,0.1,.,.
CCC(=O)N1[C@@H](CO)[C@@H](c2ccccc2)[C@@H]1CN(CC)C(=O)c1ccc(F)cc1,-3,0.5,8,-8
CC(=O)N(C)C[C@H]1Oc2cc(-c3ccccc3)ccc2S(=O)(=O)N([C@@H](C)CO)C[C@@H]1C,20,-0.5,-7,33
C[C@H]1CN([C@@H](C)CO)C(=O)Cc2cc(NC(=O)C3CCCCC3)ccc2O[C@@H]1CN(C)C(=O)Nc1ccc(F)cc1,21,-0.4,-4,26
C[C@@H]1CCCCO[C@@H](CN(C)C(=O)Nc2ccccc2)[C@H](C)CN([C@H](C)CO)C(=O)c2cc(NS(=O)(=O)c3ccc(Cl)cc3)ccc2O1,-64,0.1,17,43
CNC[C@@H]1Oc2ncc(-c3ccc(OC)cc3)cc2C(=O)N([C@H](C)CO)C[C@H]1C,-47,-0.4,0,.
C/C=C/c1cnc2c(c1)C(=O)N([C@H](C)CO)C[C@@H](C)[C@@H](CN(C)C(=O)C1CCOCC1)O2,28,1.1,.,-1
COc1ccc(S(=O)(=O)N2C[C@H](O)COC[C@H]3O[C@H](CC(=O)NCc4ccc(Cl)c(Cl)c4)CC[C@@H]32)cc1,8,14,-2&-10,?
Cc1ccc(S(=O)(=O)N(C)C[C@H]2Oc3ccc(NC(=O)Nc4ccc(F)cc4)cc3C(=O)N([C@@H](C)CO)C[C@@H]2C)cc1,-33,17,-6,13
CCCNC(=O)N1C[C@@H](C)[C@H](OC)CN(C)C(=O)c2cc(NS(=O)(=O)CC)ccc2OC[C@@H]1C,.,-0.7,-3,19
C[C@@H]1CN([C@@H](C)CO)C(=O)c2cccc(NC(=O)c3ccncc3)c2O[C@H]1CN(C)Cc1ccccc1,-15,-0.5,-2,64
O=C(C[C@H]1CC[C@H](NC(=O)c2ccc(F)cc2)[C@H](CO)O1)NCCc1ccncc1,18,4.8,-2,-33
CC(C)NC(=O)Nc1ccc2c(c1)C(=O)N([C@@H](C)CO)C[C@@H](C)[C@H](CN(C)C(=O)NC(C)C)OCCCC[C@H](C)O2,13,-2.2,18,11
CO[C@H]1CN(C)C(=O)c2cc(NC(=O)c3cnccn3)ccc2OC[C@H](C)N(C(C)=O)C[C@@H]1C,20,-1.3,.,.
COc1ccc(NC(=O)Nc2ccc3c(c2)C(=O)N(C)C[C@@H](OC)[C@@H](C)CN[C@@H](C)CO3)cc1,-5,1.0,-6,-34
C[C@H](CO)N1C[C@H](C)[C@@H](CN(C)C(=O)Nc2ccc3c(c2)OCO3)OCCCC[C@H](C)Oc2ccc(NC(=O)CCCN(C)C)cc2C1=O,0,2.5,0,43
